High-throughput results as filed in PubChem.
ER stress rescue: rescue of cells from ER stress-induced death, primary screen, 384-well, CSM14.1, thapsigargin, ATP luminescence (AID 1222); cellular ATP content (survival), % at 20 µM; hits with a dose series show EC50 in µM; 190,000 tested, under 10 active; CSM14.1 thapsigargin-induced death rescue, ATP luminescence; higher % means a stronger effect;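 active = EC50 below 50 µM in the dose-response confirmation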;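 also: death triggered by thapsigargin at about 15 µM added after 2 h compound pretreatment; cell ATP read after overnight thapsigargin exposure of roughly 18 to 22 hours; normalized against plate controls of thapsigargin alone and 5% DMSO vehicle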
MT stabilize HCS: stabilizes microtubules in HeLa cells; HeLa tubulin immunostaining HCS, 24 h; share of cells brighter than vehicle mean+2SD; actives 0.83% (n = 200,000); % tubulin-high responders, % at 10 µM;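 active = plate Z-score above 3 for both tubulin-high and condensed-nucleus cell shares, with cell loss under 80%, at 10 µM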;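 also: anti alpha tubulin signal scored within the nucleus-defined area of each cell; some results filed as inactive read as strong as hits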
Ins promoter up: MIN6 insulin promoter up-regulation; actives 0.3% (n = 190,000); MIN6 insulin promoter-GFP reporter, high-content imaging; stronger effect = higher value; z-score at 5 µM;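 active = z-score above 3 at 5 µM with at least 500 cells counted in the well; inconclusive = wells under 500 cells, flagged as cytotoxic or low count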
Yfh1-off respiration: mitochondrial function rescue without frataxin homolog – Friedreich's ataxia, plus single-dose screen, dose response (AID 1465) | S. cerevisiae Yfh1-off respiration, WST-1 reduction, 72 h; higher fold induction means a stronger effect | fold induction at 50 µM, or EC50 in µM where a hit was titrated | actives 0.074% (n = 220,000);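 active = fold induction of absorbance versus untreated yeast above a set limit, then at least 30% activation at any dose in follow-up; inconclusive = repeats straddling the limit, or above it without dose testing; inactive = fold induction below the set limit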;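 also: activators that raise dye reduction in frataxin-depleted yeast; strong numbers were not always called active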
M17LAP inhibition: P. falciparum M17LAP inhibitors, primary screen, biochemical, fluorogenic H-Leu-NHMec substrate, 1536-well (AID 1619) | recombinant M17LAP, H-Leu-NHMec fluorogenic kinetic assay; higher % means a stronger effect | inhibition, % at 30 µM, or IC50 in µM where a hit was titrated | actives 0.38% (n = 220,000);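 active = compound inhibiting the enzyme by more than half at any dose during confirmatory dose-response retesting; inconclusive = strong single-dose inhibitors picked by rank but not retested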;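 also: plate controls were full reaction with DMSO carrier for no effect and no enzyme background for full effect; strong numbers were not always called active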
Lipid droplet: modulators of hepatic lipid droplet formation; AML12 mouse hepatocytes, oleate lipid droplets, BODIPY imaging; inhibition, % at 6.5 µM; actives 0.4% (n = 240,000);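 active = lipid droplet intensity inhibited by at least 50%, with more than 500 cells counted; inconclusive = wells with under 300 cells, treated as cytotoxic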
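Technique: fluorescence imaging, 20x objective, two fields per well / Assay system: AML12 hepatocytes (mouse) / Measure: % inhibition of lipid droplet signal / Doses: 6.5 µM single-point dosing / Incubation: overnight exposure / Reagent: 100 µM oleic acid challenge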
P. falciparum M1AAP: P. falciparum M1AAP inhibitors, biochemical, fluorogenic H-Leu-NHMec substrate, 1536-well (AID 1445) | inhibition, % at 30 µM, or IC50 in µM where a hit was titrated | recombinant M1AAP, H-Leu-NHMec fluorogenic kinetic assay; higher % means a stronger effect | actives 0.42% (n = 220,000);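 active = primary inhibition above the hit cutoff, then over 50% inhibition at one or more dose response concentrations, cut at about 23% in these data, passing the limit was not always enough; inconclusive = conflicting primary data, or primary hits not chosen for dose response; inactive = low primary inhibition, or under 50% at every dose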;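 also: plate controls were DMSO full reaction for no effect and no enzyme background for full effect; strong numbers were not always called active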
Autophagy mod: modulators of autophagy; MEF GFP-LC3 puncta imaging; test concentration mostly 10 µM; calls only at 10 µM (by protocol); actives 0.98% (n = 190,000);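 active = percentage of spot-positive cells more than 3 SD above its plate mean, without a fluorescence outlier flag or 80% toxicity; inconclusive = no clear call, values can overlap the other calls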;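 also: spot-positive cell cutoff set from DMSO-treated cells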
Dynein cargo inh: blocks dynein driven cargo transport along microtubules; 3617.4 mouse cells, GR-EGFP nuclear translocation imaging; test concentration mostly 20 µM; stimulated with dexamethasone, 1 µM; stronger effect = lower value; z-score, hits read low; actives 0.47% (n = 220,000);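 active = plate z-score of nuclear minus cytoplasmic receptor signal below a set negative limit, without overly bright fluorescence or cell loss, cut at about -3.5 in these data, passing the limit was not always enough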;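 also: z-score of nuclear minus cytoplasmic ring GR-EGFP intensity difference per well; some compounds called inactive have numbers as strong as hits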
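Buffer or medium: Induction medium lacking tetracycline, stripped serum | Also added: Dexamethasone agonist, 1.0 µM final, for 30 min | Timing: 48 h induction, 1 h compound, 30 min dex at 37 °C | Detection: Formaldehyde fixation, Hoechst nuclear stain, 10x automated fluorescence imaging | Measure: Nuclear versus cytoplasmic GR-EGFP signal, averaged per well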
Dynein cargo inh cytoplasmic EGFP: further read-out of Dynein cargo inh, marked with its call; z-score; measured here: cytoplasmic GR-EGFP intensity; stronger effect = higher value
Dynein cargo inh nuclear GR-EGFP: recorded beside Dynein cargo inh, whose call it bears; z-score; measured here: nuclear GR-EGFP intensity;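 lower value marks the stronger effect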
Dynein cargo inh cell count: further read-out of Dynein cargo inh, marked with its call; z-score; measured here: cell count per field
Ins promoter up cell count: second read-out of Ins promoter up, no call of its own (marks repeat the call); cell count; measured here: cytotoxicity, nuclei count;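 total cells summed across four imaged fields per well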
Lipid droplet cells 6.5 µM: further read-out of Lipid droplet, marked with its call; cell count; measured here: cell count, cytotoxicity flag;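 cells counted across two imaged fields per well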
MT stabilize HCS Hoechst-high %: further read-out of MT stabilize HCS, marked with its call; % Hoechst-high responders; measured here: nuclear condensation Hoechst responders;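 share of cells brighter than vehicle mean plus two SD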
MT stabilize HCS cytotoxicity %: further read-out of MT stabilize HCS, marked with its call; toxicity, %; measured here: cytotoxicity by cell density;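 0% = mean cell density of plate MIN control wells and 100% = no cells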
Autophagy mod cell loss 18 h: second read-out of Autophagy mod, no call of its own (marks repeat the call); toxicity, %; measured here: cell loss, nuclei count;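 cell loss after 18 h compound exposure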
* hit, by the source's call; i = inactive; ? = inconclusive; nt = not tested or not shown.

Molecule	ER stress rescue	MT stabilize HCS	MT stabilize HCS Hoechst-high %	MT stabilize HCS cytotoxicity %	Ins promoter up	Ins promoter up cell count	Yfh1-off respiration	M17LAP inhibition	Lipid droplet	Lipid droplet cells 6.5 µM	P. falciparum M1AAP	Autophagy mod	Autophagy mod cell loss 18 h	Dynein cargo inh	Dynein cargo inh cytoplasmic EGFP	Dynein cargo inh nuclear GR-EGFP	Dynein cargo inh cell count
O=C1c2cccnc2C(Nc2ccccc2)N1Cc1ccco1 (centres undefined)	-0.4%	1.6	1.4	11	-0.58	814	i	4%	8	728	-3%	i	5	0.5	-0.36	0.12	0.18
CC(=O)OCC(=O)N1N=C(c2ccc3ccccc3c2)CC1c1ccccc1 (centres undefined)	nt	2.3	1.2	1.9	-0.27	1311	i	5%	8	683	2%	i	15	-0.081	-0.27	0.13	-0.15
O=C(NCc1ccc(F)cc1F)c1cc(COc2c(F)cccc2F)on1	-0.4%	3.2	1.7	7.4	0.13	1299	i	-5%	6	720	3%	i	-3	-0.16	-0.23	-0.17	0.65
CC(=O)C1=C(c2ccccc2)NC(=S)NC1c1cc(Cl)c(OC(C)C)c(Cl)c1 (centres undefined)	1.3%	7.2	2.2	4.2	-0.2	1417	i	-7%	-37	689	-3%	i	19	0.047	-0.3	-0.15	0.27
O=C(Nc1nncs1)c1c(F)c(F)c(F)c(F)c1F	0.3%	1.3	0.7	16	-0.03	1248	i	43%	3	767	-12%	i	-14	0.11	-0.23	0.35	0.36
CCc1nnc(NS(=O)(=O)c2ccc(N/C=C(\C=O)c3nc4cc(Cl)ccc4o3)cc2)s1	1.4%	1.7	2.3	9.2	0.16	1619	i	40%	0	597	1%	i	-7	-0.16	-0.0073	0.18	-0.66
Cn1c(C(=O)OC(C(=O)NC2CCCCC2)c2ccncc2)cc2sccc21 (centres undefined)	3.2%	1.9	1.5	3.6	-1	1154	i	5%	nt	nt	-1%	i	3	-0.15	-0.2	-0.25	0.44
CCOC(=O)N1CCC(N(CCOC)C(=O)Nc2ccc(Cl)cc2)CC1	2.5%	4.0	3.0	7.4	-0.12	1332	nt	-1%	-14	800	-13%	i	19	0.19	-0.19	0.29	0.4
CCN(CC)Cc1cc(C(=O)O)c(-c2ccccc2)o1	nt	nt	nt	nt	-0.78	976	i	-1%	1	696	-10%	nt	nt	-0.57	-0.025	0.22	-0.033
O=C(CCS(=O)(=O)c1ccccc1)Nc1nc2c(s1)COc1ccccc1-2	9.6%	4.7	2.3	2.5	-0.94	849	i	8%	nt	nt	7%	i	-11	-0.61	-0.11	-0.32	-0.24
CCCCCCCN1C2=NCCCN2c2ccccc21	-1.5%	1.2	1.5	7.5	nt	nt	i	-6%	-34	640	3%	i	10	-0.17	-0.14	-0.16	-0.77
O=C(N/N=C/C(Cl)=C/c1ccccc1)c1cnccn1	1.1%	3.5	1.1	4.4	0.14	1143	nt	37%	18	746	13%	i	0	-0.49	-0.25	-0.69	0.16
CN(Cc1ccccc1)C(=O)COC(=O)CCNC(=O)c1ccccc1Cl	0.8%	4.9	2.6	8.3	-0.25	1368	i	-8%	3	706	8%	i	-8	0.25	-0.25	0.48	0.00056
CC1Cc2ccccc2N1C(=O)Cn1nnc(-c2ccccc2NC(=O)C2CCC2)n1 (centres undefined)	7.4%	4.0	1.2	2.2	-0.64	937	i	-4%	-42	775	-4%	i	1	0.2	-0.28	-0.26	-0.15
COc1cc2c(cc1OC)[C@H](C)N(C(=S)Nc1ccc(F)cc1)CC2	nt	nt	nt	nt	-1.1	1425	i	4%	-5	687	2%	nt	nt	-0.39	-0.14	-0.44	0.47
O=C(Nc1cccc(F)c1)c1ccc2c(c1)OCO2	nt	1.2	0.3	17	-0.11	1254	i	3%	-20	616	-3%	i	0	0.34	-0.24	0.38	-0.037
COc1ccc2cc(CN(CC3CCCO3)S(=O)(=O)c3ccccc3Cl)c(=O)[nH]c2c1 (centres undefined)	-0.6%	1.6	1.3	0.4	0.48	1005	i	7%	12	801	10%	i	-7	-0.79	-0.093	-0.22	0.25
O=C(CN1C(=O)C2C3CC(C(Br)C3Br)C2C1=O)N1CCOCC1 (centres undefined)	-0.9%	3.6	3.6	4.7	0.19	1351	i	48µM*	-6	764	6%	i	1	-0.48	-0.26	-0.32	0.4
O=C(NN1CCCCC1)c1ccccc1	-5.2%	3.6	1.8	6.8	0.27	1342	i	5%	-1	618	11%	i	7	-0.58	-0.0057	-0.39	2.2
Nc1cccc(-n2nncc2-c2ccccc2)c1	-1.4%	3.0	2.4	2.7	-1.1	1754	i	4%	nt	nt	-10%	i	13	-0.28	-0.19	-0.31	0.42
Cc1occc1C(=O)NC(C)CCc1ccccc1 (centres undefined)	-1.5%	1.3	1.0	2.6	-1	1165	i	-1%	nt	nt	2%	i	-3	-0.45	-0.17	-0.32	-0.024
COc1cccc(-c2cc(N)nn2C(=O)Nc2ccc(Cl)cc2)c1	-1.4%	3.1	1.8	7.6	0.94	1928	i	0%	-2	551	2%	nt	nt	-0.68	-0.12	-0.081	-0.47
CC1(c2ccccc2)NC(=O)N(CC(=O)NC(=O)NC2CCCC2)C1=O (centres undefined)	0.2%	3.0	2.9	7.8	1.2	1068	i	-4%	nt	nt	3%	i	2	-0.84	-0.21	-0.26	0.53
CCSc1nc2c(c(=O)n1CC)SC(C)C2 (centres undefined)	0.0%	3.2	2.3	10	nt	nt	i	7%	1	788	12%	i	15	-0.28	-0.23	0.1	1
O=C(CSc1ccccc1)N1CCC(N2CCC(C(=O)N3CCCC3)CC2)CC1	1.8%	3.0	2.7	2.5	0.45	1312	i	-1%	-4	719	-1%	i	16	-1	0.69	-0.17	0.48
O=C(O)c1cc([N+](=O)[O-])cc2c1nnn2O	-2.6%	1.8	1.8	6.9	-1.3	1315	i	8%	34	677	8%	i	-11	0.089	-0.24	-0.33	0.6
O=C(O)c1cccc(Nc2nc(C(F)(F)F)nc3ccccc23)c1	0.9%	3.1	2.4	2.5	0.59	1491	i	14%	-16	628	11%	i	3	-0.77	-0.2	-0.44	1.5
CCOC(=O)c1ccc(NC(=O)C2(c3ccccc3)CCOCC2)cc1	-1.1%	3.1	2.7	2.3	0.47	1125	i	-11%	nt	nt	4%	i	8	0.85	-0.17	0.32	0.32
O=C(Cn1c(SCC(=O)N2CCc3ccccc32)nc2ccccc21)NC1CCCC1	-0.2%	3.4	2.2	6.9	0.53	1231	i	-6%	-3	709	4%	i	2	0.36	-0.26	0.51	0.073
Cc1ccc(S(=O)(=O)N2CCCC(C(=O)NCc3ccccn3)C2)cc1 (centres undefined)	-3.0%	1.1	2.3	8.9	1.3	1771	i	-6%	-22	634	0%	i	0	-0.82	-0.25	-0.16	0.69
CCC1CCCCN1C(=O)Cn1c(C(=O)OC)cc2sc(Cl)cc21 (centres undefined)	nt	3.8	2.4	3.4	-0.07	1268	i	-2%	-21	664	14%	i	-2	0.16	-0.18	0.03	-1.2
CCCN(CC(=O)Nc1ccc(F)c(F)c1F)CC(=O)Nc1c(Cl)cccc1Cl	3.3%	1.8	3.6	11	-0.3	1499	i	-2%	-5	670	1%	i	-6	0.14	-0.24	0.35	0.19
COC(=O)c1ccc(-n2c(C)cc(C(=O)CCl)c2C)cc1	-2.6%	13	21	54	-1.8	553	?	8%	10	652	3%	i	67	-5*	1.7*	-2.7*	-0.14*
